Screens: PubChem, National Center for Advancing Translational Sciences (NCATS)
N370S GC mod = qHTS Assay for Inhibitors and Activators of N370S glucocerebrosidase as a Potential Chaperone Treatment of Gaucher Disease; 330,000 tested, 0.092% active; N370S GC spleen homogenate, 4MU-glucoside fluorescence; Potency, µM (highest dose often 59.4 µM), inactives show at the highest dose activity change, negative = inhibition, hits mostly inhibitors;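 also: 0% = full enzyme activity and -100% = no enzyme basal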
TDP1 inh = qHTS Assay for Inhibitors of Tyrosyl-DNA Phosphodiesterase (TDP1); recombinant TDP1, AlphaScreen DNA substrate cleavage; 350,000 tested, 0.28% active; Potency, µM (highest dose often 130 µM), for the others: at the highest dose activity change, negative = inhibition, usual class: inhibitors; Tyrosyl-DNA phosphodiesterase 1 (Homo sapiens), Q9NUW8; AID 485290, 2010; also: nearly all actives have a fitted effect of over 40% in size
Target sequence (Q9NUW8 whole entry, looked up): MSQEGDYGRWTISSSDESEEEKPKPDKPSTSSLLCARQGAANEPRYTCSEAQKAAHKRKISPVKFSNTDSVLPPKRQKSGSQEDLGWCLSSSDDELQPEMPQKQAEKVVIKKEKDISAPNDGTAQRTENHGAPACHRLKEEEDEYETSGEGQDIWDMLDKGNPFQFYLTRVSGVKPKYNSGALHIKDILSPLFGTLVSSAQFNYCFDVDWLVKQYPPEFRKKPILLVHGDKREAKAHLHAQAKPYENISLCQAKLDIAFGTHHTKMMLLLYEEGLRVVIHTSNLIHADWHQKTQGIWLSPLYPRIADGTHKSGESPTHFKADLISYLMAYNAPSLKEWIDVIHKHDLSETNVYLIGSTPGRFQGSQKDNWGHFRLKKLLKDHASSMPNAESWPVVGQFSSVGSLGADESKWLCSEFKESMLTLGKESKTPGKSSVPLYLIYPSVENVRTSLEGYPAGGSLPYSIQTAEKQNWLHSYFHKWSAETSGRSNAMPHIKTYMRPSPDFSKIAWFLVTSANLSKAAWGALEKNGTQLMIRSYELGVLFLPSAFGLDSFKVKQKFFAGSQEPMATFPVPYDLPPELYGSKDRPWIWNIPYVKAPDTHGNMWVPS
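Steps: enzyme plus compound, 15 min RT; add biotin/phosphotyrosine-FITC oligonucleotide (15 nM final), react 5 min; add donor/acceptor beads (10 ug/ml final), 10 min; read AlphaScreen. Tdp1 at 1 nM final.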
DT40 TDP1 no CPT = qHTS for Inhibitors of human tyrosyl-DNA phosphodiesterase 1 (TDP1): qHTS in cells in absence of CPT; DT40 Tdp1-/- hTDP1 cells, no CPT, ATP luminescence, 48 h; Potency, µM (titrated, usually from 46.2 µM), without a hit: at the top dose activity change, negative = growth inhibition, actives largely listed as inhibitors; 420,000 tested, 15% active; AID 686978, 2013; also: nearly all actives have a fitted effect of over 55% in size
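Readout: luminescence from CellTiter-Glo after 30 min in the dark at RT. Cells: DT40 Tdp1-/- with stable hTDP1, 400/well. Exposure: compounds alone, ≥48 hr, 37 °C.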
Active calls of the source: *; u = inconclusive; x = not tested or not shown; & = joins results of further samples; [ ] = dose if it differs, or a comment. Calls follow the shape of the dose curve; as a rule, active = well fitted curve in the direction sought with a large enough effect; inconclusive = small, poorly fitted or top-dose-only effect, or another doubt; inactive = no such curve, though single readings can be large; an effect the other way counts as inactive or inconclusive. Unless noted, % is scaled to controls: 0 for no effect and ±100 for the full control effect; potency is read from the fitted curve at half-maximal effect. Not all compounds are listed; the hit share may differ from the screen's.

SMILES	N370S GC mod	TDP1 inh	DT40 TDP1 no CPT
O=C(NCCN1CCN(C(=O)NC2CCCCC2)CC1)NC1CCCCC1	13.1%	7.7%	-6.3%
O=C(Oc1ccc2ccc(=O)oc2c1)C1CCCCC1	u	2.2%	-21.1%
O=C(NC1=NCCS1)C1CC(=O)N(c2ccccc2)C1 (configuration not stated)	1.1%	7.1%	0.0%
Cn1cc(S(=O)(=O)N2CCC3(CC2)OCCO3)c(=O)n(C)c1=O	12.8%	x	5.9%
COc1ccc2cc3cc(C(=O)N4CCN(c5ccccc5F)CC4)oc3nc2c1	x	0.0%	u
O=C(NCCc1ccccc1F)C1CCC(=O)N(CCCN2CCCC2=O)C1 (configuration not stated)	-2.9%	x	23.0%
COC(=O)c1cc2oc(C)cc2n1Cc1ccc(Br)cc1F	x	0.0%	-22.4%
CC(C)Oc1ccc(S(=O)(=O)N2CCOCC2)cc1NC(=O)Cc1ccsc1	x	1.6%	u
COc1cccc2sc(N(Cc3cccnc3)C(=O)c3ccc4c(c3)OCCO4)nc12	x	8.1%	16.4µM*
COc1ccc2c(c1)c(=O)c(C(=O)c1ccc(F)cc1)cn2CC(=O)Nc1ccc(F)cc1	-6.4%	6.6%	u
Cc1ccc(C(=O)NCCSC(C)(C)C)cc1	14.3%	2.0%	-19.5%
C#CC(C)(C)NC(=O)c1cnc(-c2ccccc2)nc1-c1ccccc1	-2.9%	x	u
O=[N+]([O-])c1cc([N+](=O)[O-])c2cccnc2c1O	-19.8%	8.6%	x
CCN(CC)c1ccc2ccc(=O)oc2c1	-12.3%	-1.2%	-3.0%
C/C(=N\N(c1ccccc1)c1ccccc1)c1ccc(O)cc1	-0.8%	10.8%	-11.0%
CC(C)(CNC(=O)c1ccccc1NS(C)(=O)=O)N1CCCCC1	-1.8%	x	8.4%
COCCNC(=S)N(CCO)Cc1cc2cc3c(cc2[nH]c1=O)OCCO3	u	2.5%	-4.9%
CCCc1nnc(NC(=O)CCC(=O)NCc2ccccc2Cl)s1	-10.1%	1.5%	-21.8%
Cc1ccc2nc(/C=C/c3cccc(F)c3)ccc2c1	4.6%	-5.6%	u
O=C(Nc1ccc(S(=O)(=O)N2CCCC2)cc1)c1ccc([N+](=O)[O-])cc1	-0.1%	0.4%	-14.5%
CCCN(CCC)CCCNC(=O)C1CCN(S(=O)(=O)c2cccc3nsnc23)CC1	-3.6%	0.7%&-7.0%	5.7%&-2.8%
Cc1csc(NC(=O)C2CCN(S(=O)(=O)c3ccccc3F)CC2)n1	0.3%	3.5%	25.9µM*
COc1ccc(NS(=O)(=O)c2ccc(I)cc2)cc1N1CCN(C)CC1	-8.4%&-4.6%	13.4%	29.9µM*
Clc1nc(-c2ccccn2)nc2scc(-c3ccccc3)c12	7.8%	4.6%	u
COc1ccc(-c2cc(-c3ccc(N)cc3)nc(N)c2C#N)cc1OC	-20.6%	0.0%	u
CCOC(=O)c1c(NC(=O)COC(=O)CNC(=O)c2ccc(Cl)cc2Cl)sc(C(=O)N(C)C)c1C	-10.2%	2.2%	-4.5%
Fc1cccc(CN2CCSCC2)c1	-1.9%	x	13.5%
CN(Cc1ccccc1)C(=O)c1ccc(CSc2nc3cccnc3n2Cc2ccccc2)cc1	x	7.5%	u
C=CC1CO1 (configuration not stated)	-1.7%	16.1%	x
CCOc1ccc(-n2nnnc2SCC(=O)Nc2ccc(NC(C)=O)cc2)cc1	-10.1%	2.0%	-16.5%
O=C(O)c1ccc(N/N=C2/CCSc3ccc(F)cc32)cc1	-3.7%	8.2%	-12.3%
CNC(=O)Cn1c(=O)c2cccn2c2ccc(F)cc21	x	5.2%	-4.9%
CCOc1ccccc1CN1CCc2nc(Nc3ccc4c(c3)OCCO4)ncc2C1	x	11.2%	u
COc1ccc(OC)c(/C=N/n2c(-c3n[nH]c4c3CCC4)n[nH]c2=S)c1	11.1%	10.6%	8.3%
CCCn1c(=O)c2ccccc2n2c(SCC(N)=O)nnc12	-12.2%	x	-10.8%
COC(=O)C1CCN(C(=O)COC(=O)c2cc(-c3ccccc3)nc3ccc(OC)cc23)CC1	x	28.2µM*	u
Cc1nc(-c2ccc(C(=O)NCCO)cc2)cs1	18.5%	2.6%	-15.2%
CC1CCc2nn(CC(=O)NC3CCCC3)cc2C1 (configuration not stated)	12.8%	4.9%	-3.9%
O=c1cc(O)n(-c2ccc(F)cc2)c(=S)[nH]1	0.0%	-11.6%	-13.9%
CCOc1ccc(C(=S)N2CCOCC2)cc1	-0.4%	4.0%	-6.6%
Cc1cc2c(cc1C)NC(CC(=O)Nc1cccc(C)c1C)C(=O)N2 (configuration not stated)	x	2.2%[12.3 µM]	16.4µM*
CCCCN(CC)CCCNC(=S)Nc1ccc2nc(N3CCN(C)CC3)cc(C)c2c1	4.3%	5.8%	16.4µM*
O=C(CSc1nnc(CNC(=O)c2cccs2)o1)Nc1ccc2c(c1)OCO2	1.4%	4.9%	-17.3%
Cn1c(=O)c(NC2CCCCC2)c2c3c(cccc31)C(=O)c1ccccc1-2	4.4%	3.0%	u
Cc1cc2nc3c(=O)n(C)c(=O)n(C)c3nc2cc1N=CN(C)C	x	-0.9%	-3.7%
CCCCN(C(=O)C1CCN(C(=O)c2ccccc2C)CC1)c1c(N)n(CCC)c(=O)[nH]c1=O	2.3%	-2.3%	u
COC(=O)c1ccccc1NS(=O)(=O)c1cn(C)c(=O)n(C)c1=O	1.7%	-3.1%	6.0%
Cc1ccc(C(=O)Nc2cccc(S(=O)(=O)N3CCOCC3)c2)cc1[N+](=O)[O-]	-22.2%	7.7%	u
COCc1cc(C)nc(SCC(=O)Nc2cc3c(cc2C#N)OCO3)c1C#N	8.1%	-2.0%	-29.4%
COc1ccc(OC)c(CNC(=O)c2nn(C)c3c2CS(=O)(=O)c2ccccc2-3)c1	3.6%	2.3%&2.6%	-19.1%&-6.6%
Cc1cc(S(=O)(=O)N2CCCC2)ccc1OCC(=O)NCc1ccco1	9.2%	2.2%	0.7%
CC(C)CCNC(=O)c1ccc(Cn2c(SCC(=O)NC(C)C)nc3ccccc3c2=O)cc1	x	1.8%	u
Cn1c(SCC(=O)Nc2ccc(NC(=O)c3cccs3)cc2)nnc1-c1ccncc1	-2.5%	-3.3%	-8.0%
Cc1nnc(NC(=O)c2c(-c3ccccc3)noc2C)s1	-3.3%	-2.1%	-29.2%
COc1ccc(CCC(=O)NCc2cn3ccc(C)cc3n2)cc1	4.0%	x	-11.9%
O=S(=O)(NC1CCc2ccccc21)c1ccc(S(=O)(=O)N2CCCC2)cc1 (configuration not stated)	5.4%	1.0%	u
CC(=O)c1ccc(S(=O)(=O)N2CCN(c3nc(-c4cccs4)nc4ccccc34)CC2)cc1	x	0.8%	u
Cc1cccc(C(=O)NCC(=O)OCc2cc(=O)n3nc(CC(C)C)sc3n2)c1	x	3.2%	-13.5%
O=[N+]([O-])c1ccc(N/N=C\c2ccccc2OCc2ccccc2)cc1	-6.9%	2.6%	u
CSc1cccc(NC(=O)CCCNC(=O)c2ccc(Cl)cc2)c1	-1.9%	1.8%	u

Ordered by length of the SMILES (descending): some entries from above.
SMILES	N370S GC mod	TDP1 inh	DT40 TDP1 no CPT
CCCCN(C(=O)C1CCN(C(=O)c2ccccc2C)CC1)c1c(N)n(CCC)c(=O)[nH]c1=O	2.3%	-2.3%	u
CC(=O)c1ccc(S(=O)(=O)N2CCN(c3nc(-c4cccs4)nc4ccccc34)CC2)cc1	x	0.8%	u
Cc1ccc(C(=O)Nc2cccc(S(=O)(=O)N3CCOCC3)c2)cc1[N+](=O)[O-]	-22.2%	7.7%	u
CC(C)CCNC(=O)c1ccc(Cn2c(SCC(=O)NC(C)C)nc3ccccc3c2=O)cc1	x	1.8%	u
COc1ccc(OC)c(CNC(=O)c2nn(C)c3c2CS(=O)(=O)c2ccccc2-3)c1	3.6%	2.3%&2.6%	-19.1%&-6.6%
Cn1c(SCC(=O)Nc2ccc(NC(=O)c3cccs3)cc2)nnc1-c1ccncc1	-2.5%	-3.3%	-8.0%
CCCCN(CC)CCCNC(=S)Nc1ccc2nc(N3CCN(C)CC3)cc(C)c2c1	4.3%	5.8%	16.4µM*
Cn1c(=O)c(NC2CCCCC2)c2c3c(cccc31)C(=O)c1ccccc1-2	4.4%	3.0%	u
O=C(CSc1nnc(CNC(=O)c2cccs2)o1)Nc1ccc2c(c1)OCO2	1.4%	4.9%	-17.3%
COC(=O)c1ccccc1NS(=O)(=O)c1cn(C)c(=O)n(C)c1=O	1.7%	-3.1%	6.0%
Cc1cc(S(=O)(=O)N2CCCC2)ccc1OCC(=O)NCc1ccco1	9.2%	2.2%	0.7%
CSc1cccc(NC(=O)CCCNC(=O)c2ccc(Cl)cc2)c1	-1.9%	1.8%	u
COc1ccc(CCC(=O)NCc2cn3ccc(C)cc3n2)cc1	4.0%	x	-11.9%
Cc1nnc(NC(=O)c2c(-c3ccccc3)noc2C)s1	-3.3%	-2.1%	-29.2%

Continued:
SMILES	N370S GC mod	TDP1 inh	DT40 TDP1 no CPT
CCCCc1nc(Cl)c(CO)n1Cc1ccc(-c2ccccc2-c2nn[nH]n2)cc1	-1.6%&-1.0%	5.8%	12.4%&-25.1%
CCOC(=O)NC(=O)c1cn(CCN(C)C)c(=O)[nH]c1=O	16.2%	-2.6%	-12.5%
Cc1ccc(Oc2ccc(C(=O)NC3CCSC3=O)cn2)cc1 (configuration not stated)	2.2%	1.0%	-8.4%
COc1cc(OC)cc(OCC(O)Cn2cnc3cc(C)c(C)cc32)c1 (configuration not stated)	-13.1%	3.7%	16.4µM*
Cc1cccc(OCC(=O)N/N=C/c2ccc3c(c2)OCO3)c1	4.7%	1.2%	-17.0%
CCOc1ccc(C(=O)CC(C(=O)O)N2CCCCC2)cc1 (configuration not stated)	x	0.4%	u
Cc1ccc(C(=O)NNC(=O)c2n[nH]c(=O)c3ccccc23)cc1C	x	2.4%	-14.2%
CCOc1ccc(N(C(=O)Cn2nnc3ccccc32)C(C(=O)NC(C)(C)CC)c2cccn2C)cc1 (configuration not stated)	0.2%	0.7%[56.1 µM]	u
CCOc1ccc(S(=O)(=O)Nc2ccccc2SC)c2cccnc12	-8.3%	2.9%	u
Cc1ccc(NS(=O)(=O)c2ccc3c(c2)CCC(=O)N3)cc1C	-8.1%	0.0%&0.0%	u
Cc1nn(Cc2ccccc2)c(Cl)c1/C=C1\NC(=S)NC1=O	-7.0%	-0.6%	3.7%
CC(C)NC(=O)C(=O)NCc1ccccn1	2.1%	x	18.1%
Clc1ccccc1-c1nnc(CNC2CC2)o1	-9.1%	1.3%	-1.4%
CCCCCOC(=O)CC(C(=O)OCCCCC)N1CCCCC1 (configuration not stated)	4.1%	-2.2%	u
Cc1cccc2c(-c3ccccc3)cc(=O)[nH]c12	3.5%	6.8%[56.1 µM]	u
C[C@H](CO)N1C[C@H](C)[C@@H](CN(C)S(=O)(=O)c2cn(C)cn2)Oc2c(NC(=O)Nc3ccc4c(c3)OCO4)cccc2C1=O	x	-1.1%	-22.7%
COc1ccc(C)cc1N(CC(=O)Nc1ccc2c(c1)OCCO2)S(C)(=O)=O	5.1%	1.2%	u
COc1cc(/C=N/Nc2nc(C)cc(=O)[nH]2)ccc1O	-6.4%	x	20.9%
Cc1cccc(NC(=O)CSc2n[nH]c(-c3cccnc3)n2)c1	3.8%	3.1%	4.3%
O=C(CCNC(=O)c1ccc(Br)cc1)Nc1ccc(S(=O)(=O)N2CCCCC2)cc1	-7.7%	1.8%	4.5%
O=c1oc(-c2cccs2)nc2c1cnn2-c1ccccc1	4.4%	5.1%	u
Cc1ccc(C)c(Cn2c3ccccc3c3cnn(CC(=O)NC(C)c4ccccc4)c(=O)c32)c1 (configuration not stated)	x	-2.5%	2.31µM*
